Compound activity: PubChem, several laboratories
IMP-1 inhibitor: inhibitors of Pseudomonas aeruginosa IMP-1 metallo-beta-lactamase; inhibition, % at 5.6 µM; hit rate 0.45% among 290,000; purified IMP-1, nitrocefin hydrolysis, epi-absorbance fluorescence;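 active means inhibition above the mean plus 3 SD of all compounds in the same screening run, cut at about 4.5% in these data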;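 further: 0% = IMP-1 with DMSO and 100% = DMSO wells lacking enzyme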
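System: Purified recombinant IMP-1 metallo-beta-lactamase enzyme | Measured by: Fluorescence quenching readout, ex 480/em 530 nm | Replication: Singlicate | Incubation: 15 min preincubation plus 25 min reaction at 25 °C | Evaluation: Percent inhibition from optical density relative to buffer-blank wells | Benchmarks: DMSO with and without IMP-1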
SUMO HTRF inh: inhibitors of human SUMOylation (UBC9). P63279. HTRF SUMOylation assay, SAE1/SAE2 + UBC9, in vitro. inhibition, % at 35 µM. hit rate 0.36% among 290,000; in the data active means inhibition above about 50%, passing the limit was not always enough; further: strong numbers were not always called active
pCIP destab: compounds decreasing mouse p/CIP protein stability; hit rate 0.01% among 290,000; AID 1984; decrease of EGFP signal, % at 10 µM; F442A p/CIP-EGFP cells, EGFP fluorescence, 16 h;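 active means EGFP signal decrease of at least 30% at 10 µM or well 3 SD below plate mean, unless failing retest; inactive means the rest, including hits failing retest or dose response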; further: some compounds called inactive have numbers as strong as hits; many of its hits are not listed in these tables
PfM18AAP inh: blocks P. falciparum M18 aspartyl aminopeptidase; recombinant PfM18AAP, H-Glu-NHMec fluorogenic cleavage; inhibition, % at 7.35 µM; hit rate 1.2% among 290,000; AID 1822;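 active means inhibition above the campaign mean inhibition over all tested compounds plus 3 SD, cut at about 28% in these data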;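 further: 0% = plate median of test compound wells and 100% = 2 mM ZnCl2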
NS3 helicase inh: inhibitors of Hepatitis C virus NS3 helicase; NS3 helicase DNA unwinding, Cy5 molecular beacon fluorescence; hit rate 0.56% among 290,000; inhibition, % at 10.9 µM;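 active means inhibition above the mean of all tested compounds plus 3 SD, set per campaign, cut at about 35% in these data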;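 further: 0% = DMSO wells and 100% = thioflavine S control wells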
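Compound dosing – single dose, 10.9 µM nominal final, DMSO 0.8% final · System – NS3 helicase fragment of HCV · Buffer or medium – MOPS pH 6.5, MgCl2, DTT, Tween20, BSA · Signal – Cy5 beacon fluorescence read at start and 1 h · Also added – annealed dual-labelled DNA beacon duplex, ATP-started · Schedule – 1 h at 25 °C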
IDE cell activ: activators of human insulin-degrading enzyme in cells; P14735; HEK cells, FAbeta-B cleavage, fluorescence polarization; 0% vehicle, 100% cell-free pure enzyme wells; activation, % at 5.96 µM; hit rate 0.073% among 340,000; AID 493087;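 active means activation above the mean of all tested compounds plus 3 SD, set per screening campaign, cut at about 17% in these data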
Target sequence (P14735 whole entry, looked up): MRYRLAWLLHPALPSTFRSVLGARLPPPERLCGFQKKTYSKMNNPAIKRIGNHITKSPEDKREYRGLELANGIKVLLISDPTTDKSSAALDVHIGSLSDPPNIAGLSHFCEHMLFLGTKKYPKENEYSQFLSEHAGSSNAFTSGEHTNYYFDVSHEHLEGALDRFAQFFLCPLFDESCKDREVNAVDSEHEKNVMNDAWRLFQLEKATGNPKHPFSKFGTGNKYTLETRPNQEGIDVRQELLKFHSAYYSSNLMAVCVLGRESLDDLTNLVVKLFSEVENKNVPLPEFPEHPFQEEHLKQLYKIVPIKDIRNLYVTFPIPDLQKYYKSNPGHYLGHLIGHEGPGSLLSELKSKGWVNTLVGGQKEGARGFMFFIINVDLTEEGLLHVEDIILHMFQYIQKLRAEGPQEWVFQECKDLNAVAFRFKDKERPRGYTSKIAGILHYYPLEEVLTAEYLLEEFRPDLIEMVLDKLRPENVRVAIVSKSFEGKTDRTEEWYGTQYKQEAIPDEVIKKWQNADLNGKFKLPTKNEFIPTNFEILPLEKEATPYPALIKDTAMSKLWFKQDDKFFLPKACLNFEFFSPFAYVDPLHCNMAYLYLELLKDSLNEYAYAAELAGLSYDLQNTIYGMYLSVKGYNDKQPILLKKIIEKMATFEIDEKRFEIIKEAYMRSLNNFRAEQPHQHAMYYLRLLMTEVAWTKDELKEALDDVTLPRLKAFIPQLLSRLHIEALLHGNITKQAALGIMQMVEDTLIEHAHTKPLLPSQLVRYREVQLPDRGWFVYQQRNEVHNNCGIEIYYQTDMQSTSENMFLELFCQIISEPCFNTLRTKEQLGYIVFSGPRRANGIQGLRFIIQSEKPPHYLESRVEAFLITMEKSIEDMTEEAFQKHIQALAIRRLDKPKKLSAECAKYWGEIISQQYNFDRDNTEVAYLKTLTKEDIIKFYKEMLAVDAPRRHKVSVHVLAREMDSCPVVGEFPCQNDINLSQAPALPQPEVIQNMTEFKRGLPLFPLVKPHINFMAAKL
IDE cell inh: cellular human IDE inhibition. P14735. HEK cells, FAbetaB cleavage, fluorescence polarization. inhibition, % at 5.59 µM. hit rate 0.41% among 320,000;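 active means percent inhibition above the average of all tested compounds plus 3 SD, set per screening campaign, cut at about 16% in these data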;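 further: IDE supplied by intact live HEK cells; FP after avidin binding of uncleaved biotin substrate so inhibition keeps polarization high; 0% = DMSO wells and 100% = 60 µM reference IDE inhibitor Ii1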
DNA FID counter: counter-screen for HCV NS3 helicase inhibitors: DNA intercalator displacement; DNA fluorescent intercalator displacement, fluorescence; inhibition, % at 7.9 µM; hit rate 0.17% among 290,000; in the data active means inhibition above about 37%;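 further: 0% = vehicle and 100% = reference compound; higher means more ethidium bromide displaced from hairpin DNA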
VIM-2 inhibitor: blocks Pseudomonas aeruginosa VIM-2 metallo-beta-lactamase. inhibition, % at 5.6 µM. hit rate 0.89% among 290,000. AID 1527. purified VIM-2, nitrocefin hydrolysis, epi-absorbance fluorescence;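 active means inhibition above the mean of all tested compounds plus 3 SD, cutoff set per screening run, cut at about 7.5% in these data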;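 further: red hydrolysis product quenches plate fluorescence so inhibitors raise well fluorescence; 0% = enzyme with DMSO and 100% = DMSO without enzyme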
Numbers without * were called inactive; x = not tested or not shown.

SMILES	IMP-1 inhibitor	SUMO HTRF inh	pCIP destab	PfM18AAP inh	NS3 helicase inh	IDE cell activ	IDE cell inh	DNA FID counter	VIM-2 inhibitor
COc1ccc(-n2nnc3c(=O)n(Cc4ccccc4C)cnc32)cc1	-0.6	9.6	-2.1	-3.3	6.0	5.5	-3.8	-2.3	-2.5
CCN1CCSc2ccc(C(=O)NCc3cc(Br)ccc3OC)cc21	-1.7	16.5	-6.5	4.1	-18.4	5.9	-2.2	-23.4	-0.7
CCOc1ccc(OCC(=O)Nc2ccc(OC)cc2)cc1	-1.5	21.1	-0.4	0.7	4.2	8.1	1.2	-15.9	-4.7
N/C(Cc1ccc([N+](=O)[O-])cc1)=N\OC(=O)COc1ccccc1Cl	-2.0	-7.6	-11.2	-1.4	-0.5	5.1	-0.2	6.9	-2.1
COc1cccc(-c2noc(CCCC(=O)N3CCOCC3)n2)c1	-2.5	-1.3	-0.6	0.7	-2.5	0.4	2.8	-10.1	-2.6
Cc1ccc(-n2cnnn2)cc1Cl	-1.9	0.4	-3.7	-0.4	6.4	-0.2	-0.7	-9.1	-1.4
NC(=O)c1ccsc1NC(=O)c1cc(=O)c2ccccc2o1	-0.4	-6.7	-7.9	2.7	6.7	2.5	4.0	3.7	0.4
O=C(O)c1cc(-c2ccc(-c3c(-c4ccc5c(c4)OCO5)noc3-c3ccsc3)cc2)nc2ccccc12	-4.8	39.5	-0.2	-2.8	-33.5	2.5	4.6	31.2	-2.4
CCNc1nc(NC(C)C)nc(N(C#N)CC(=O)OC)n1	1.1	-8.4	8.8	-4.5	1.6	-1.9	1.0	-18.9	-0.2
COc1ccc2nc(SCC(=O)N3CCCCC3)c(C#N)cc2c1	-3.9	-9.8	2.6	-1.1	-13.5	1.0	6.7	-10.9	-2.4
Fc1ccccc1C1c2cccn2CCN1C(=S)Nc1cccc(Br)c1 (stereo unspecified)	-3.0	30.8	5.0	3.6	-8.3	1.5	-2.6	7.0	0.3
Nc1nc(-c2cccs2)c(CC(=O)O)s1	-2.1	27.6	-9.0	9.7	2.2	5.9	7.2	-7.8	-1.7
OCc1ccccc1O[C@@H]1O[C@H](CO)[C@@H](O)[C@H](O)[C@H]1O	-4.7	6.7	-6.2	2.4	-1.6	6.4	4.3	0.6	-3.1
COc1ccc(OCC(=O)N(C)Cc2ccccc2)cc1	0.3	21.9	-6.2	-3.7	-11.0	-2.4	7.1	-4.9	1.2
O=C(CN1CCOCC1)Nc1ccc2c(c1)OCCO2	-1.4	13.3	-14.0	-1.0	-5.1	-0.9	-8.2	4.9	-2.5
O=C(COCc1cc(-c2ccc3c(c2)OCO3)on1)Nc1cccnc1Cl	-1.0	-3.6	3.0	5.4	10.7	-4.3	8.5	-23.3	-2.8
COc1ccc(CNC(=O)c2ccc(CNc3c(NC4CCCCC4)c(=O)c3=O)cc2)cc1	-2.8	38.3	-3.1	3.9	-6.4	6.9	-0.4	-2.9	-3.3
O=C(CC(c1ccccc1)c1ccccc1O)N1CCCCC1 (stereo unspecified)	-1.3	-0.3	8.9	2.1	4.4	-1.1	-2.7	-25.4	-0.2
Cc1ccc(C(=O)Cn2nnc(-c3ccccc3)n2)cc1	-1.8	13.1	-1.0	-5.5	-9.1	0.1	1.7	-13.1	0.4
Cc1cc(=O)oc2cc(OCC(=O)OCC(=O)Nc3ccc4ccccc4c3)ccc12	-0.6	22.3	-15.3	-0.6	-12.7	2.3	12.5	-3.6	-3.0

Structures shown so far that have a cyano group:
SMILES	IMP-1 inhibitor	SUMO HTRF inh	pCIP destab	PfM18AAP inh	NS3 helicase inh	IDE cell activ	IDE cell inh	DNA FID counter	VIM-2 inhibitor
CCNc1nc(NC(C)C)nc(N(C#N)CC(=O)OC)n1	1.1	-8.4	8.8	-4.5	1.6	-1.9	1.0	-18.9	-0.2
COc1ccc2nc(SCC(=O)N3CCCCC3)c(C#N)cc2c1	-3.9	-9.8	2.6	-1.1	-13.5	1.0	6.7	-10.9	-2.4

Further records:
SMILES	IMP-1 inhibitor	SUMO HTRF inh	pCIP destab	PfM18AAP inh	NS3 helicase inh	IDE cell activ	IDE cell inh	DNA FID counter	VIM-2 inhibitor
N#Cc1ccccc1CN1C(=O)c2ccccc2S1(=O)=O	-1.1	-1.8	4.7	-6.8	1.3	3.1	-6.7	-4.3	-1.2
Cc1[nH][nH]c(=O)c1C=Nc1ccc(C(F)(F)F)cc1	-2.8	13.7	0.2	4.4	6.7	4.3	-0.5	10.2	-2.6
O=[N+]([O-])c1ccc(OC(F)F)c(/C=N/n2cnnc2)c1	1.3	9.7	-12.3	-9.1	8.9	0.9	-1.3	-4.2	0.6
N#Cc1cccnc1N1CCN(C(=O)c2ccccc2)CC1	-3.8	9.3	2.6	-6.7	-8.8	-2.8	x	-12.6	-5.0
CN1CCN(NC(=O)c2cccs2)CC1	-4.0	0.8	-2.3	2.1	-0.4	6.2	0.3	-3.2	-3.2
COc1ccc(-c2c3c(=O)n(C)c(=O)n(C)c3cn2NC(C)=O)cc1	-1.6	12.7	5.6	1.1	3.1	3.7	-5.0	-3.5	2.4
O=C(COc1ccc(/C=N/NC(=O)c2ccccc2)cc1)Nc1ccc([N+](=O)[O-])cc1	-1.3	37.4	4.9	-2.2	-3.9	4.3	-1.6	-0.6	-3.7
CCN1CCN(C(CNS(=O)(=O)c2ccc(OC)cc2)c2cccnc2)CC1 (stereo unspecified)	-1.2	0.0	-4.6	-7.5	-6.1	7.7	7.5	14.0	-0.6
COc1ccc(CC(=O)N(Cc2ccccc2)C(C)C)cc1	-3.4	4.4	-12.0	-8.7	-5.2	3.4	2.3	-27.0	-2.2
CC(NC(=O)C(C)N1C(=O)c2ccccc2C1=O)c1ccccc1 (stereo unspecified)	-1.4	17.3	-0.8	-5.0	-3.8	-1.1	-3.3	-0.2	-2.7
CCc1cccc(NC(=O)C2CCCN(S(=O)(=O)c3c(C)[nH]c(=O)[nH]c3=O)C2)c1 (stereo unspecified)	-4.0	-2.0	0.9	4.8	-2.9	2.9	-1.1	-6.0	-2.1
O=C(Cn1cc(C(=O)C2CC2)c2ccccc21)Nc1ccc(F)cc1	-3.8	4.3	5.2	7.6	-6.4	-1.6	-0.6	-9.2	-1.1
CC(C)c1csc(CN2CCC(n3nccc3NC(=O)Cc3ccccc3)CC2)n1	-4.0	8.3	-18.6	1.1	4.1	0.2	11.7	-16.6	-4.3
O/N=C/c1cc(Cl)ccc1OCc1ccccc1Cl	-0.7	-13.6	0.6	-6.5	-9.5	3.0	-2.4	-3.5	-0.9
Nc1cc(=O)[nH]c(SCC(=O)Nc2ccccc2Sc2ccccc2)n1	-2.3	6.4	-3.4	-4.0	1.5	3.4	4.9	-18.6	-1.3
COC(=O)c1cc(S(=O)(=O)Nc2ccc(C)c(F)c2)c[nH]1	-4.0	3.3	-10.0	3.6	11.0	-1.0	1.1	-11.5	-1.1
CCn1c(=S)sc2c(=O)n(CC(=O)Nc3cccc(Cl)c3)c(C)nc21	1.1	8.6	3.2	-3.4	17.3	1.6	0.8	-3.8	-0.3
COc1ccc(CNS(=O)(=O)c2c(C(=O)N3CCCCCC3)c(C)n(C)c2C)cc1	-2.0	6.2	7.3	2.8	-1.1	6.1	3.2	-40.0	-6.0
CN(C)S(=O)(=O)n1cc(/C=C(\NC(=O)c2ccccc2)C(=O)NCCN2CCOCC2)c2ccccc21	0.4	4.0	-7.3	-14.2	-24.4	-1.3	-1.4	26.9	2.3
COc1cccc(OC)c1C(=O)NC(=S)N1CCCCC1c1cccnc1 (stereo unspecified)	-1.2	-8.8	11.1	6.3	-19.7	7.9	-1.3	-13.8	2.7

The last two entries of the part before are carried over, then new ones follow.
SMILES	IMP-1 inhibitor	SUMO HTRF inh	pCIP destab	PfM18AAP inh	NS3 helicase inh	IDE cell activ	IDE cell inh	DNA FID counter	VIM-2 inhibitor
CN(C)S(=O)(=O)n1cc(/C=C(\NC(=O)c2ccccc2)C(=O)NCCN2CCOCC2)c2ccccc21	0.4	4.0	-7.3	-14.2	-24.4	-1.3	-1.4	26.9	2.3
COc1cccc(OC)c1C(=O)NC(=S)N1CCCCC1c1cccnc1 (stereo unspecified)	-1.2	-8.8	11.1	6.3	-19.7	7.9	-1.3	-13.8	2.7
COc1ccc(CNN2CCCCC2C(=O)Nc2ccc(OC)c(OCC(C)C)c2)cc1OC (stereo unspecified)	-1.0	7.4	-5.3	-1.1	-16.0	7.8	-3.3	-28.9	0.6
COCCN1C(=O)C(=O)/C(=C(/O)c2ccc(S(=O)(=O)N3CCOCC3)cc2)C1c1cccc(Cl)c1 (stereo unspecified)	-0.2	3.8	-5.7	1.8	-2.8	2.2	-6.0	-46.8	-2.4
CCN(CC(=O)Nc1cc(Cl)ccc1C)C(=O)c1ccc(=O)n(Cc2ccccc2)n1	-2.5	5.4	-13.9	0.5	-0.9	3.1	6.1	-17.5	-1.4
CN(C)S(=O)(=O)c1cc(NC2CC(=O)N(c3ccc(F)cc3)C2=O)ccc1Cl (stereo unspecified)	1.6	1.4	6.4	-3.3	15.1	0.9	-2.9	-11.9	0.7
CC1=NN(c2ccc(C)cc2)C(=O)/C1=C\C=C\c1ccccc1	-1.2	1.3	0.6	-2.0	4.2	2.1	-0.5	0.4	-2.1
COc1cccc(OCCNS(=O)(=O)c2cccc([N+](=O)[O-])c2)c1	-0.8	-0.4	-2.7	-0.3	-3.9	-0.7	2.4	10.2	-0.1
Cc1ccc(S(=O)(=O)CCSc2nc(C)cc(C(F)(F)F)c2C#N)cc1	-4.7	10.3	28.8	4.8	2.3	-2.3	-3.1	-3.4	-5.5
OC12CCCCC1C(c1ccc3c(c1)OCO3)N(Cc1cccc(F)c1)CC2 (stereo unspecified)	-0.6	8.9	-11.9	-3.5	-2.7	2.5	x	-8.1	-2.9
CCc1ccc(OCCOCCN2CCN(C)CC2)cc1	-2.1	18.0	-16.5	10.8	13.4	-0.6	4.1	15.4	-3.1
O=c1[nH]c(COc2ccccc2)nc2ccccc12	-2.8	-19.8	13.3	4.3	-0.2	2.1	3.4	-1.9	3.5
CCN(C(=O)CN1C(=S)NC(C)(C)CC1C)c1ccc(C)c(C)c1 (stereo unspecified)	-1.8	18.2	-7.7	-6.3	4.0	3.4	4.7	-28.7	-0.3
CN1CCN(C(=S)Nc2ccc(Cl)c(Cl)c2)CC1	-1.2	1.7	-5.9	0.6	8.7	-1.6	5.1	1.5	-1.7
COCCN1Cc2cccc(C(=O)NCc3cccnc3)c2C1=O	-3.5	13.2	0.6	-7.3	9.1	6.6	-0.8	-4.5	-0.2
CCc1ccc(NC(=O)c2sc3nc4n(c(=O)c3c2C)CCC4)cc1	-2.5	11.6	-16.0	-3.8	-1.4	-0.2	-1.0	-22.2	-1.4
CC(Nc1ccc2c(c1)OCCO2)C(=O)N1CCc2ccccc21 (stereo unspecified)	-1.0	-0.6	-3.1	-4.5	9.4	5.7	1.4	-6.3	-0.8
CCCCNC(=O)COC(=O)c1ccc(C)c(NC(=O)c2ccco2)c1	-1.6	7.5	-35.8	-2.6	-3.1	3.0	-0.1	-4.8	0.4
O=C(c1cccs1)N1N=C(c2ccccc2)CC1c1ccccc1O (stereo unspecified)	-0.5	65.9*	-7.5	12.2	6.9	3.2	2.0	-5.7	0.1
